# OX1R antag-1 = blocks the human orexin 1 receptor | 330,000 compounds, 0.43% hits | CHO/OX1R cells, Fluo-8 calcium fluorescence, orexin A | O43613 | AID 434989 | inhibition, % at 5 µM;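 active = inhibition above its plate's threshold, mean inhibition of all tested compounds on the plate plus 3 SD, cut at about 37% in these data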;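 also: 0% = orexin A challenge wells and 100% = SB-334867-A antagonist wells; not every result past the cut was called active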
# Target sequence (O43613 whole entry, looked up): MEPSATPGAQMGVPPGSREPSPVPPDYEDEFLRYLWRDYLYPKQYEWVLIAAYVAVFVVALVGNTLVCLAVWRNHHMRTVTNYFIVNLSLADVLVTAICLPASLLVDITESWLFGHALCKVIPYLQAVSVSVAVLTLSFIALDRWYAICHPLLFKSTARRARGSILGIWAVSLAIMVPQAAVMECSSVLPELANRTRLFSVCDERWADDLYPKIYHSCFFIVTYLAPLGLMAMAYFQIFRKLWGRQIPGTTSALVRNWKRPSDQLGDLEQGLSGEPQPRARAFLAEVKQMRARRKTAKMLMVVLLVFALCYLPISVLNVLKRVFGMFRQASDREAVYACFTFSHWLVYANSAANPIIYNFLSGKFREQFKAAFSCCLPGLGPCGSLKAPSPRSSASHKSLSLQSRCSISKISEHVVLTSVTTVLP
# OX1R antag-2 = blocks the human orexin 1 receptor; O43613; OX1R-expressing cells, FRET antagonist read-out; inhibition, % at 6.6 µM; 330,000 compounds, 1.8% hits; AID 485270; in the data active = inhibition mostly above about 38%, no sharp cut-off; inactive = mostly below about 40%;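 also: 0% = agonist challenge alone and 100% = reference antagonist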
# Starred values were filed as active, the others as inactive.
SMILES,OX1R antag-1,OX1R antag-2
O=C(O)c1cccc(-c2ccc(/C=N/Nc3nn[nH]n3)o2)c1,-2,45
CCCCSc1nnc(-c2ccc(NC(C)=O)cc2)n1C,-8,27
CCOC(=O)COc1ccc2c(c1)c(C(=O)OCC)c(C)n2CC,-25,9
O=C(Nc1cccnc1)c1cc(Br)c(Br)s1,-23,32
Cc1cc(C)cc(N(C(=O)c2csnn2)C(C(=O)NC2CCCCC2)c2cccnc2)c1 (stereo unspecified),-17,27
Cc1c(OCC(F)(F)F)ccnc1CS(=O)c1nc2ccccc2[nH]1 (stereo unspecified),-31,16
COc1ccccc1-c1ccc(SCc2ccccc2)nn1,-19,42
COCc1nnc(NC(=O)c2ccc(Cl)cc2[N+](=O)[O-])s1,-3,7
O=C(Nc1ccccc1C(F)(F)F)C1CC(=O)N(c2ccccc2F)C1 (stereo unspecified),-27,8
CCCc1cc(C(=O)N2CCCC(Nc3ccc(C)c(C)c3)C2)n(C)n1 (stereo unspecified),-18,16
Cc1ccc([N+](=O)[O-])cc1NC(=O)CN1CCCCC1,-15,21
NC(=O)C1CCN(C(=O)c2cc3c(s2)CCCC3)CC1,-18,9
Cc1ccc(-c2csc(NCCn3c(-c4ccncc4)nc4cc(C(F)(F)F)ccc43)n2)cc1,-14,4
CCOC(=O)C1NC(=O)CC1c1ccccc1 (stereo unspecified),-28,20
COc1ccc2nc(SCC(=O)NCCc3ccccc3)[nH]c2c1,-31,19
Cc1ccc(C(=O)NNC(=O)CCOc2cccc(C)c2)cc1,-9,10
Cn1c(=O)c(C(=O)NC2CCCCCCC2)c(O)c2ccccc21,-14,-1
COCCOC(=O)c1[nH]c2c(c1C)C(=O)CC(c1ccccc1)C2 (stereo unspecified),-6,27
CCN(CC)S(=O)(=O)c1cc(NS(=O)(=O)c2cccc(C(=O)O)c2)ccc1C,4,9
Cc1ccc(Oc2cnc3ccccc3n2)cc1,-3,8
CCC(C)NCCOCCOc1ccc(C)cc1OC (stereo unspecified),-10,27
O=C1Nc2ccccc2/C1=C/c1ccc([N+](=O)[O-])cc1,-11,16
O=c1cc2c(nn1Cc1cccc([N+](=O)[O-])c1)-c1ccccc1CC2,-17,23
CC(C)n1cnc2c(Nc3cccc(Cl)c3)nc(N(CCO)CCCO)nc21,-29,1
O=C(CCC1CCCC1)N1CCN(S(=O)(=O)c2ccc(Br)cc2)CC1,-20,-1

# More results
SMILES,OX1R antag-1,OX1R antag-2
CCn1ncc(C2=NOC(C(=O)Nc3cccc(O)c3)C2)c1C (stereo unspecified),-21,7
Cc1cc(C)c(OCC(=O)N2CCN(c3ncc(C(F)(F)F)cc3Cl)CC2)c(C)c1,-7,-10
CCOC(=O)C(C)n1cnc2c(nnn2-c2cccc(OC)c2)c1=O (stereo unspecified),-22,11
O=C1CCCN1c1ccc(S(=O)(=O)N2CCCCC2)cc1[N+](=O)[O-],-4,29
CC(=O)Nc1ccc(S(=O)(=O)NCC2CCC(C(=O)NCCCN(C)Cc3ccccc3)CC2)cc1 (stereo unspecified),-10,14
C/C(Cc1ccccc1)=N\NC(=O)CNC(=O)c1ccc(Br)cc1,-10,4
Cc1cc(=O)c2c(o1)CC(C)(C)CC2=O,-4,8
Cc1ccc(C)c(OCCC(=O)OCC(=O)NCCNC(=O)COC(=O)CCOc2cc(C)ccc2C)c1,12,13
CC1(C)Cc2c(cnn2-c2ccccc2)C(=O)/C1=N\NC(=O)c1ccncc1,-24,19
CCCCCOc1ccc(NC(=O)C(=O)NCC2CCCN2CC)cc1 (stereo unspecified),-16,13
CNC(=O)C(=O)Nc1ccc2c(c1)N(S(=O)(=O)c1cccs1)CCC2,-11,27
C[C@H](NC(=O)C1CCN(S(=O)(=O)c2ccccc2)CC1)C(=O)NCc1ccccn1,-16,8
COC(=O)CNC(=O)COC(=O)/C=C/c1cccs1,-1,17
CCOC(=O)c1sc2nc(C(C)C)c3c(c2c1N)CC(C)(C)OC3,-10,0
COc1cc(OC)cc(N2C(=O)CSCC2=O)c1,10,10
CCOC(=O)N1CCN(S(=O)(=O)c2ccc3[nH]c(=O)sc3c2)CC1,-14,26
Cc1ccc(SC(C)C(=O)N2CCN(c3ccccc3)CC2)cc1 (stereo unspecified),-31,11
Cc1[nH]c2ccccc2c1/C=N/NC(=O)CNC(=O)c1cccs1,-10,4
CN(C)S(=O)(=O)c1ccc(NC(=S)NC(=O)C2CCC2)cc1,-2,-6
O=C(NCCCN1CCCC1=O)c1ccc(Cl)c(S(=O)(=O)N2CCCCC2)c1,-25,-2
COc1cccc(CNC(=O)N[C@@H](CC(C)C)C(=O)O)c1,5,2
Cc1ccccc1C(=O)NC(=S)Nc1cccc(NC(=O)C(C)C)c1,-22,13
O=C(/C=C/c1cccc([N+](=O)[O-])c1)NCc1cccnc1,-14,72*
CC(NC(=O)CCCC1CCCCC1)c1ccc(S(N)(=O)=O)cc1 (stereo unspecified),-19,16
Cc1ccccc1OCC(=O)NCC(=O)OCC(=O)c1ccc2ccccc2c1,-26,7

# Part of the list above in order of SMILES length, low to high.
SMILES,OX1R antag-1,OX1R antag-2
CCn1ncc(C2=NOC(C(=O)Nc3cccc(O)c3)C2)c1C (stereo unspecified),-21,7
Cc1ccccc1C(=O)NC(=S)Nc1cccc(NC(=O)C(C)C)c1,-22,13
Cc1ccccc1OCC(=O)NCC(=O)OCC(=O)c1ccc2ccccc2c1,-26,7
CNC(=O)C(=O)Nc1ccc2c(c1)N(S(=O)(=O)c1cccs1)CCC2,-11,27
O=C(NCCCN1CCCC1=O)c1ccc(Cl)c(S(=O)(=O)N2CCCCC2)c1,-25,-2
CC1(C)Cc2c(cnn2-c2ccccc2)C(=O)/C1=N\NC(=O)c1ccncc1,-24,19
CC(=O)Nc1ccc(S(=O)(=O)NCC2CCC(C(=O)NCCCN(C)Cc3ccccc3)CC2)cc1 (stereo unspecified),-10,14

# Gathered by group: those above with an aryl methoxy group (6)
SMILES,OX1R antag-1,OX1R antag-2
COc1ccccc1-c1ccc(SCc2ccccc2)nn1,-19,42
COc1ccc2nc(SCC(=O)NCCc3ccccc3)[nH]c2c1,-31,19
CCC(C)NCCOCCOc1ccc(C)cc1OC (stereo unspecified),-10,27
CCOC(=O)C(C)n1cnc2c(nnn2-c2cccc(OC)c2)c1=O (stereo unspecified),-22,11
COc1cc(OC)cc(N2C(=O)CSCC2=O)c1,10,10
COc1cccc(CNC(=O)N[C@@H](CC(C)C)C(=O)O)c1,5,2

# Later entries:
SMILES,OX1R antag-1,OX1R antag-2
CN(C)CC(=O)Nc1nc(-c2ccccc2)cs1,23,5
CCOC(=O)C1=C(C)NC(C)=C(C(=O)OCC)C1c1ccc([N+](=O)[O-])s1,-28,12
CCN(CC(=O)NC1CCS(=O)(=O)C1)C(=O)/C=C/c1cccs1 (stereo unspecified),4,6
Cc1c(C(=O)NCc2ccco2)oc2c(F)cccc12,-11,0
Cc1c(C(N)=O)sc2ncn(CC(=O)NCCc3ccccc3)c(=O)c12,-8,24
C1=C2C[N+]3(CCCC3)CC2Cc2ccc3ccccc3c21 (stereo unspecified),-8,17
O=C(Cc1ccc(Cl)cc1)N/N=C/c1cccc(O)c1,-7,11
COc1ccccc1C(=O)NNC(=S)NC(=O)c1ccco1,50*,28
CCCOc1ccc(/C=C/c2[nH]c(=O)[nH]c(=O)c2[N+](=O)[O-])cc1OCC,-8,1
CC1(C)C(O)=C(c2nc3ccccc3[nH]2)C(=N)N1c1ccccc1,-23,3
COc1ccc(S(=O)(=O)Nc2ccc3c(c2)OCO3)cc1C(=O)O,5,0
CC(=O)c1c(C(C)=O)c(C)n(-c2ccc(C)c(NC(=O)c3ccccc3Cl)c2)c1C,-25,7
NC(=S)NNC(=O)c1cc(C(F)(F)F)cc(C(F)(F)F)c1,7,2
S=c1[nH]nc(-c2ccccc2)n1CC1CCCO1 (stereo unspecified),-7,14
COc1ccc(S(=O)(=O)Nc2nccs2)cc1OC,-8,6
COc1ccc(CCN2CC(C(=O)N(C)CCOc3ccccc3)CCC2=O)cc1 (stereo unspecified),-4,3
CCOC(=O)c1ccc(-c2ccc(C=O)o2)cc1,-1,4
Cc1[nH]c2ccccc2c1CCNS(=O)(=O)c1ccc(S(N)(=O)=O)cc1,3,6
C=C(C)c1cccc(C(C)(C)NC(=O)NCc2ccncc2)c1,-17,19
CCNC(=O)CC1SC(=Nc2cccc3ccccc23)N(C)C1=O (stereo unspecified),3,8
O=C(C1=C(O)C(=O)N(Cc2ccco2)C1c1cccc(O)c1)c1ccco1 (stereo unspecified),-4,22
COC(=O)[C@H](CCSC)NC(=O)Nc1ccc(C)c(C)c1,-4,6
Cc1cc(/C=N/O)c(C)n1-c1ccc(Br)cc1,-5,-4
COc1ccc(S(=O)(=O)N(C)C[C@H]2Oc3c(NC(=O)Nc4ccc(C(F)(F)F)cc4)cccc3C(=O)N([C@H](C)CO)C[C@@H]2C)cc1,-11,-3
COc1ccc(CC(=O)Nc2cccnc2)cc1,-5,-4

# Profiles, quoted from the list. Order of screens: OX1R antag-1 | OX1R antag-2
# CN(C)CC(=O)Nc1nc(-c2ccccc2)cs1 in the list: 23 | 5
# COc1ccc(S(=O)(=O)Nc2nccs2)cc1OC in the list: -8 | 6
# Cc1c(C(=O)NCc2ccco2)oc2c(F)cccc12 in the list: -11 | 0

# Not a retest: entries from further up.
SMILES,OX1R antag-1,OX1R antag-2
C1=C2C[N+]3(CCCC3)CC2Cc2ccc3ccccc3c21 (stereo unspecified),-8,17
O=C(Cc1ccc(Cl)cc1)N/N=C/c1cccc(O)c1,-7,11
COc1ccccc1C(=O)NNC(=S)NC(=O)c1ccco1,50*,28

# More compounds follow:
SMILES,OX1R antag-1,OX1R antag-2
CCOC(=O)c1c(NC(=O)COC(=O)/C=C/c2ccco2)sc2c1CC(C)(C)NC2(C)C,-17,19
Cc1nc(SCc2ccccc2)c2ccsc2n1,-38,23
CN(C(=O)COC(=O)c1ccccc1NCCO)C1CCS(=O)(=O)C1 (stereo unspecified),0,3
N#CCCN(C(=O)c1ccco1)c1ccccc1,-9,15
COC(=O)c1ccc(/C=N/NC(=O)C(=O)NCc2ccccc2)cc1,-7,21
CCOC(=O)CN1C(=O)N(CC(=O)OCC)C(c2ccccc2)(c2ccccc2)C1=O,0,18
C/C(=N\OCC(=O)N/N=C/c1ccc(C)cc1O)c1cccs1,-9,13
CC(C)c1ccc(C2CC(=O)c3cnc(NC(=O)c4ccco4)nc3C2)cc1 (stereo unspecified),-18,11
CC(=O)NCC(=O)OC(C(=O)c1ccccc1)c1ccc(Cl)cc1 (stereo unspecified),-2,25
CS(=O)(=O)c1ccc(Cl)c(NC(=O)CCCSc2ccccc2)c1,-3,28
Cn1c(=O)oc2cc(S(=O)(=O)Nc3ccccc3F)ccc21,-8,-4
O=C(CSc1nnc(-c2ccc(C(F)(F)F)cn2)o1)Nc1ccccc1Cl,-15,12
Cc1nnc(-c2ccc(N3CCCCCC3)c([N+](=O)[O-])c2)o1,-16,16
CCC(C)c1ccc(S(=O)(=O)N2CCN(c3ccccn3)CC2)cc1 (stereo unspecified),-24,9
CC(=O)N1CCOc2ccc(S(=O)(=O)NCc3ccc(Cl)cc3)cc21,-9,8
Fc1ccc(-c2nnc(-c3ccc(Cl)cc3Cl)o2)cc1,-18,16
Cc1cc(C)c(S(=O)(=O)N(C)Cc2cnn(C)c2)c(C)c1,-12,18
c1ccc(Sc2ccccc2CN2CCCC2)cc1,-4,21
Cc1cccc(S(=O)(=O)Nc2nc3ccccc3nc2OC(C)C)c1,0,-8
O=C(COC(=O)COc1ccccc1)NC12CC3CC(CC(C3)C1)C2,7,10
Clc1ccc2nc(N3CCNCC3)nc(-c3ccccc3)c2c1,-17,16
CCOc1cc(C(=O)Nc2cccc(C(C)=O)c2)ccc1OCC(=O)N1CCCCC1,-29,23
Nc1c(C(=O)NCc2ccccc2)nnn1Cc1ccc(F)cc1,2,10

# Assay outcomes from PubChem.
